# Screens deposited in PubChem by National Center for Advancing Translational Sciences (NCATS).
# HT1080 IDH1KD tx – toxicity to HT-1080 IDH1 knockdown cells (counter line); Potency, µM (doses to about 46.1 µM), inactives show top-dose activity, negative = toxicity, actives largely listed as cytotoxic; AID 686971; HT-1080 IDH1 knockdown viability, ATP luminescence, 48 h; actives 2% (n = 360,000);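 note: potency is the fitted concentration of half-maximal effect; 0% = DMSO wells and -100% = cell-free medium wells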
#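 CellTiter-Glo luminescence after 48 h compound exposure at 37 degrees C of IDH1-knockdown HT-1080 cells in 5% FBS RPMI. %Activity scaled between DMSO wells and cell-free media wells, with curves fitted and assigned curve classes.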
# KB-3-1 cytotox – KB-3-1 parental cell cytotoxicity. KB-3-1 viability, CellTiter-Glo ATP luminescence, 72 h. Potency, µM (doses to about 46.1 µM), inactives show at the top dose activity change, negative = cytotoxic, hits mostly cytotoxic. actives 1.4% (n = 400,000); note: potency is the fitted concentration of half-maximal effect; % is set by controls: 0 for no effect and ±100 for the full control effect; nearly all actives have a fitted effect of over 60% in size
#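 Luminescent ATP read-out (CellTiter-Glo) measures survival of drug-naive KB-3-1 cells after 72 h compound exposure at 37 °C. Titration series was screened from lowest to highest concentration, with DMSO vehicle plates as background controls.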
# ATXN viability – cell viability loss in ATXN counter-screen; S2 cells (HEK-293 line with an ATXN2-luciferase reporter) viability, CellTiter-Fluor protease fluorescence, 24 h; Potency, µM (series often up to 56.7 µM), actives largely listed as cytotoxic; actives 0.49% (n = 400,000); note: potency is the fitted concentration of half-maximal effect; nearly all actives have a fitted effect of over 40% in size
# IL-1B inflam inh – inhibitors of inflammasome signaling (IL-1 beta secretion). THP-1 LPS/ATP IL-1B secretion, AlphaLISA, 16 h; hits give low values. activity change, % at 57.5 µM. actives 4.7% (n = 360,000); in the data active = activity change below about -50%; inconclusive = mostly about -30% to -49%; note: % is set by controls: 0 for no effect and ±100 for the full control effect
#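 THP-1 cells pretreated 1 hr with compounds (up to 57.5 uM final), then stimulated with LPS (250 ng/mL final) plus ATP (1.25 mM final); secreted IL-1B measured by AlphaLISA after 16 hr, decreased signal indicating inhibition.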
# HT1080-NT tox – kills 2HG-producing HT-1080-NT fibrosarcoma cells | HT-1080-NT fibrosarcoma viability, CellTiter-Glo ATP luminescence, 48 h | Potency, µM (highest dose often 46.1 µM), without a hit: at the top dose activity, negative = less viability, most hits filed as cytotoxic | actives 1.6% (n = 360,000) | AID 686970;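 note: NT is the 2HG producing partner of a matched IDH1 knockdown line; potency is the fitted concentration of half-maximal effect; 0% = DMSO-treated cells and -100% = media-only wells without cells; nearly all actives have a fitted effect of over 55% in size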
#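 Viability of the 2HG-overproducing fibrosarcoma line after 48 hours of compound exposure at 37 degrees C was determined by luminescence with CellTiter-Glo, and concentration-effect curves were then fitted and categorized.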
# ATXN2 expr inh – reduces ATXN2 reporter expression in HEK-293 cells. HEK-293 ATXN2-luciferase reporter, luminescence, 24 h. Potency, µM (top dose mostly 57 µM), inactives show at the highest dose activity change, negative = inhibition, most hits filed as inhibitors. actives 0.72% (n = 360,000). AID 1745845; note: potency is the fitted concentration of half-maximal effect; % is set by controls: 0 for no effect and ±100 for the full control effect; nearly all actives have a fitted effect of over 55% in size
#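 qHTS (up to 57 uM final) was run with 24 h compound exposure of reporter cells at 37 °C. Each well was multiplexed: SteadyGlo luminescence measured ATXN2-luciferase expression after a fluorogenic Gly-Phe-AFC viability readout (25 uM final).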
# MCF10A rereplic – induces DNA re-replication in MCF 10a normal breast cells. Potency, µM (top dose mostly 46.1 µM), inactives show at the highest dose activity, positive = re-replication, actives largely listed as activators. actives 2.9% (n = 350,000). AID 624296. MCF 10A DNA re-replication, Hoechst nuclear intensity, 48 h; note: potency is the fitted concentration of half-maximal effect; % of control where 0% means no effect; nearly all actives have a fitted effect of over 50% in size
# KB-V1 cytotox – KB-V1 MDR subline cytotoxicity; Potency, µM (series often up to 46.1 µM), inactives show at the highest dose activity change, negative = cytotoxicity, actives largely listed as cytotoxic; actives 3.4% (n = 400,000); AID 1347076; KB-V1 MDR cells viability, CellTiter-Glo, 72 h; note: potency is the fitted concentration of half-maximal effect; % is set by controls: 0 for no effect and ±100 for the full control effect; nearly all actives have a fitted effect of over 60% in size
#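 KB-V1 MDR subline cells in DMEM (phenol-red free, 10% FBS) exposed to compounds in qHTS concentration series for 72 h at 37 degrees C. Viability read by CellTiter-Glo luminescence; concentration-effect curves fitted after normalization and correction.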
# SW480 rerep – inducers of DNA re-replication in SW480 colon cancer cells; SW480 DNA re-replication, Hoechst DNA content imaging, 48 h; Potency, µM (titrated, usually from 46.1 µM), for inactives: at the top dose re-replication activation, most hits filed as activators; actives 1.8% (n = 340,000); AID 624297; note: potency is the fitted concentration of half-maximal effect; % of control where 0% means no effect; nearly all actives have a fitted effect of over 55% in size
#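 SW480 cells exposed to compounds for 48 hr at 37 C, 5% CO2, then Hoechst-stained 40 min. Nuclear DNA content imaged by fluorescence scanning (405 nm excitation, 500-530 nm emission); re-replication scored as increased high-intensity nuclei.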
# * = called active by the depositor; i = inactive; ? = inconclusive; . = not tested or not shown; [ ] = dose if it differs, or a comment. Unless noted, calls come from the whole dose curve; as a rule, active = well fitted curve in the direction sought with a large enough effect; inconclusive = small, poorly fitted or top-dose-only effect, or another doubt; inactive = no such curve, though single readings can be large; an effect the other way counts as inactive or inconclusive.
SMILES,HT1080 IDH1KD tx,KB-3-1 cytotox,ATXN viability,IL-1B inflam inh,HT1080-NT tox,ATXN2 expr inh,MCF10A rereplic,KB-V1 cytotox,SW480 rerep
CN(c1ccc(F)cc1)S(=O)(=O)c1ccc(Cl)c(C(=O)NCC2(N3CCOCC3)CCCCC2)c1,-5%,-17%,?,?,0%,-24%,9%,18µM*,-7%
COc1ccc(NC(=O)/C(N=Nc2ccc(Cl)c(S(=O)(=O)Nc3ccc(Cl)cc3)c2)=C(\C)O)cc1,-1%,-17%,i,24,1%,9%,-21%,3%,8%
COCCNC(=O)Cn1nc(-c2ccccc2OC)ccc1=O,10%,6%,i,12,26%,2%,-19%,0%,-4%
O=C(Oc1ccccc1)N1CCN(c2ccc(F)cc2)CC1,0%,0%,i,-5,2%,-8%,1%,?,-2%
O=C(Cc1ccsc1)NNC(=O)c1ccc(F)cc1,-2%,28%,i,2,-4%,1%,4%,-3%,3%
CC(C)Cc1nnc(NC(=O)CC(C)c2ccccc2)s1 (configuration not stated),1%,-21%,i,0,-1%,-38%,13%,-11%,?
CCOc1ccccc1NC(=O)Cn1c(=O)n(Cc2ccccc2)c(=O)c2c1c1cc(C)ccc1n2C,.,21%,i,.,.,-4%,.,?,.
O=C(Cn1cnc2c(oc3ccccc32)c1=O)N1CCCc2ccccc21,0%,16%,i,1,1%,10%,-2%,4.1µM*,2%
CC[C@@]12C(=O)N(c3cccc(C)c3)C(=O)N1[C@H](c1ccc(OC)cc1)[C@@H]1C(=O)N(C(C)(C)C)C(=O)[C@@H]12,8%,8%,i,14,3%,4%,?,14%,-1%
COc1ccc(/C=C(\C#N)C(=O)Nc2cccc3ncccc23)cc1OC,0%,-12%,i,0,21%,.,19%,?,11%
CC(C)(C)c1ccc(-c2nc3cc(NC(=O)c4cc5ccccc5o4)ccc3o2)cc1,.,3%,i,.,.,58%[activator],.,10%,.
CCC(=O)N(Cc1cc(=O)[nH]c2ccccc12)c1ccccc1,-7%,-10%,i,11,-7%,6%,?,-34%,-52%[inhibitor]
O=C(NCc1ccon1)C1CCC(=O)N(CCc2ccc(Cl)cc2)C1 (configuration not stated),-3%,22%,i,i,-4%,2%,5%,-9%,?
COc1cc2c(cc1OC)CN(C(=O)CCNS(=O)(=O)c1ccc(Br)cc1)CC2,-10%,10%,i,2,-2%,-4%,2%,?,0%
Cc1nnc(SC(C)C(=O)Nc2ccc3ccccc3c2)n1C (configuration not stated),-1%,-23%,i,6,-2%,4%,3%,7%,-17%
Cc1ccc(S(=O)(=O)Nc2cccc3cccnc23)cc1,-20%,0%,?,-97*,-2%,5.6µM*,?,?,?
CC(C)(C)c1ccc(C(=O)N2CCNCC2)cc1,-4%,1%,i,-3,-3%,3%,8%,7%,-7%
COCCNC(=O)C12CC3CC(C1)CC(c1ccccc1)(C3)C2,-3%,-6%,i,-18,-2%,-23%,7%,-16%,-10%
O=C1[C@@H](Oc2ccccc2)[C@@H](c2ccccc2)N1c1cccnc1,-1%,0%,?,7,0%,-12%,0%,0%,1%
CCOc1ccc(NC(=O)CN(C)C(=O)c2c(-c3ccccc3Cl)noc2C)cc1OCC,-1%,-2%,?,-8,-3%,2%,3%,-3%,-5%
COc1ccccc1N1CCN(C(=O)c2ccc3nc[nH]c3c2)CC1,4%,6%,?,12,15%,-10%,-6%,-16%,-4%
COc1ccc(C2Nc3ccccc3NC3=C2C(=O)CC(C)(C)C3)cc1OC (configuration not stated),6%,1%,i,2,20%,-3%,6%,25%,1%
CC1=C(C(=O)OCc2ccccc2)C(c2ccc([N+](=O)[O-])cc2)NC(=O)N1C (configuration not stated),-17%,?,i,-17,-1%,15%,?,?,-22%
CCS(=O)(=O)N1CCc2cc(C(=O)Nc3ccc(Br)cc3F)ccc21,.,?,i,.,.,-18%,.,-22%,.
S=C(NCc1ccccc1)NCc1cccc(Cl)c1,-12%,-8%,i,-14,-20%,1%,4%,8%,1%

# (listing goes on)
SMILES,HT1080 IDH1KD tx,KB-3-1 cytotox,ATXN viability,IL-1B inflam inh,HT1080-NT tox,ATXN2 expr inh,MCF10A rereplic,KB-V1 cytotox,SW480 rerep
CCOc1cc(C)c(S(=O)(=O)N2CCCCC2)cc1C,-5%,-28%,i,-2,-14%,-5%,?,-14%,-69%[inhibitor]
COc1ccccc1N1CCN(C(=O)C2CCN(C(=O)c3ccc(C(C)(C)C)cc3)CC2)CC1,-4%,-26%,?,-8,-4%,6%,?,?,-2%
O=C(Nc1ccccc1C(=O)O)c1ccc(Cl)c(S(=O)(=O)N2CCOCC2)c1,10%,3%,i,15,7%,2%,-4%,16%,3%
COC(=O)c1ccccc1NCCO,6%,2%,i,-5,1%,.,3%,9%,-2%
COc1cccc(-n2nnc3c(=O)n(Cc4ccc(Br)cc4)cnc32)c1,0%,-10%,i,11,0%,34%[activator],22%,8%,-4%
COc1ccc(S(=O)(=O)Nc2c(C)c(C)cc3c2ncn3C)cc1,8%,12%,i,3,0%,-16%,2%,-7%,5%
CCC(C)(C(=O)NC1CCCC1)N(C(=O)CNC(C)=O)c1ccccc1 (configuration not stated),-12%,12%,i,8,-4%,2%,3%,-1%,2%
CC(C)N(Cc1cnn(C)c1)Cc1nc(COc2ccccc2)no1,1%,10%,i,41,0%,-3%,5%,-28%,-112%[inhibitor]
COc1cc(NC(=O)CCc2nnc3ccc(N4CCC(C)CC4)nn23)cc(OC)c1,0%,-2%,i,-8,-9%,-14%,3%,?,13%
CCN(C(=O)COc1ccccc1)c1nnc(-c2cccnc2)s1,12%,-30%,i,-21,19%,16%,0%,14%,10%
NC(=S)N/N=C/c1ccc(-n2nncc2-c2ccc(Cl)cc2)cc1,-25%,?,i,-70*,-24%,-9%,?,?,?
CCN(C(=O)Cn1cc(S(=O)(=O)N2CCN(c3ccccc3F)CC2)c2ccccc2c1=O)c1ccc(C)c(C)c1,.,3%,i,.,.,6%,.,8%,.
CCOc1ccc(C(=O)Nc2nccs2)cc1[N+](=O)[O-],7%,-18%,i,-6,-2%,-12%[11.3 µM],2%,-25%,-8%
COc1ccccc1CNC(=O)C1CCN(S(=O)(=O)c2ccc3c(c2)OCCO3)CC1,6%,4%,i,6,5%,-4%,5%,-2%,-16%
COc1cc(C2N(c3ccc(Cl)cc3)C(=O)C3CCCN32)cc(OC)c1OC (configuration not stated),-22%,6%,i,3,-21%,-28%,15%,-7%,1%
O=[N+]([O-])c1ccc2nc(-c3ccccc3)[nH]c2c1,-22%,-9%,i,-69*,-19%,76%[activator],-2%,-11%,1%
O=C(COC(=O)c1ccc[n+]([O-])c1)Nc1cc([N+](=O)[O-])ccc1Cl,-4%,-4%,i,-3,-5%,-4%,-1%,-1%,-4%
Cc1cc(-n2ccnc(NCCc3ccc(S(N)(=O)=O)cc3)c2=O)ccc1Br,.,13%,?,.,.,-29%,.,2%,.
CC(C)C(O)(C#CCN1CCCCCC1)c1ccccc1 (configuration not stated),6%,-11%,i,-4,?,-6%,9%,-4%,-37%[inhibitor]
CSCC[C@H](NC(=O)Nc1ccc(C)cc1)C(=O)O,4%[9.24 µM],15%,i,5,2%,5%,27%,3%,-1%
O=C(COC(=O)c1ccc(O)cc1)Nc1nccs1,14%,-2%,i,34,4%,9%,-2%,7%,0%
O=C(c1ccc(F)cc1)C1CCN(C(=S)Nc2ccc(F)cc2)CC1,0%,-16%,i,-26,?,-22%,2%,-26%,-5%
CN=C1SC(CC(=O)Nc2ccc(C(=O)O)cc2)C(=O)N1C (configuration not stated),24%,-3%,i,11,-3%,-1%,-1%,-6%,23%
CCOC(=O)c1ccc(COC(=O)c2ccc3c(c2)-c2ccccc2C3=O)cc1,9%,-25%,i,42,7%,1%,-3%,15µM*,-4%
COc1ccccc1N1CCN(C(=O)CCC(=O)Nc2nnc(CC(C)C)s2)CC1,6%,27%,i,25,13%,10%,0%,-17%,-3%

# IL-1B inflam inh, what is marked active above.
compound	IL-1B inflam inh	SW480 rerep
Cc1ccc(S(=O)(=O)Nc2cccc3cccnc23)cc1	-97*	?
NC(=S)N/N=C/c1ccc(-n2nncc2-c2ccc(Cl)cc2)cc1	-70*	?
O=[N+]([O-])c1ccc2nc(-c3ccccc3)[nH]c2c1	-69*	1%

# Additional results follow.
SMILES,HT1080 IDH1KD tx,KB-3-1 cytotox,ATXN viability,IL-1B inflam inh,HT1080-NT tox,ATXN2 expr inh,MCF10A rereplic,KB-V1 cytotox,SW480 rerep
CCOc1ccc(C(=O)OCC(=O)Nc2cc(S(=O)(=O)N3CCOCC3)ccc2N2CCOCC2)cc1,0%,13%,i,-8,8%,.,-4%,-18%,-17%
Cc1ccsc1CNn1cnnc1SCc1ccc(Cl)cc1,-14%,?,i,-28,-20%,-7%,2%,-15%,-7%
COc1cccc(OC)c1CN1CCCC(C(=O)c2ccccc2SC)C1 (configuration not stated),-23%,-19%,?,?,-16%,-34%,1%,?,-7%
CC(=O)NCC(=O)NC(C(=O)Nc1ccc2c(c1)OCCO2)c1ccc(C)cc1 (configuration not stated),-3%,-15%,i,23,0%,1%,-8%,-1%,-6%
CN(C(N)=S)c1ccccc1,-1%,3%,i,-6,3%,-1%,4%,18%,-17%
O=C(Cc1ccc(Cl)cc1Cl)OCC(=O)c1ccc[nH]1,-1%,-2%,i,-28,-2%,5%,1%,8%,-3%
O=C(CSc1nc(N2CCOCC2)nc(N2CCOCC2)n1)Nc1ccc(Cl)cc1Cl,1%,.,?,-1,3%,-10%,3%,.,4%
